sPLA2-III inh: Inhibits HGIII-sPLA2 liposome hydrolysis, primary screen. QFRET BODIPY PC-A2 liposome hydrolysis, fluorescence. inhibition, % at 12.2 µM. hit rate 0.56% among 370,000. AID 743126;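 active = inhibition above mean plus 3 SD of compounds lying within the high and low control bounds, cut at about 19% in these data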;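 note: 0% = median of test compound wells and 100% = no enzyme DMSO wells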
hcDAF-12 act: activates DAF-12 receptor from parasite H. contortus | AID 652067 | hit rate 1.4% among 370,000 | activation, % at 6.8 µM | HEK293 hcDAF-12 lit1-tk-luc reporter, luminescence; 0% DMSO, 100% Δ7-dafachronic acid;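 active = activation above the mean of all tested compounds plus 3 SD, cut at about 5.5% in these data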;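 note: 100% = response to 3 µM Δ7-dafachronic acid high control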
DAX1 inh-1: inhibitors of human orphan nuclear receptor DAX1 (NR0B1); P51843; HEK293 Gal4-DAX1 luciferase reporter, luminescence; inhibition, % at 6.75 µM; hit rate 0.99% among 340,000; AID 504766;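 active = inhibition above the mean over all tested compounds plus 3 SD, cut at about 4.2% in these data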;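 note: 0% = DAX1-transfected cells with DMSO and 100% = empty-vector control cells with DMSO; inhibition shows as a rise in luminescence from relieved DAX1 repression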
GAA850 FXN act: frataxin GAA850 promoter activation; HEK293 lucGAA850 FXN promoter luciferase reporter, 24 h; percent of 10 µM SAHA response; activation, % at 6 µM; hit rate 0.56% among 360,000;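 active = activation above the average of all compounds screened plus 3 SD, cutoff fixed separately per campaign, cut at about 7.5% in these data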;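 note: 0% = DMSO wells and 100% = 10 µM SAHA wells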
hgDAF-12 ag: agonists of H. glycines DAF-12 nuclear receptor; HEK293 GAL4-hgDAF12 UAS-luciferase reporter, agonist luminescence; normalized to butyrate control; activation, % at 6.8 µM; hit rate 1.8% among 370,000; AID 687014;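 active = activation above a cutoff set at the mean of all screened compounds plus 3 SD, cut at about 10% in these data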;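 note: 0% = DMSO wells and 100% = sodium butyrate wells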
GC-A act: GC-A (human) enzyme activation. HEK293 GC-A cells, cGMP TR-FRET, EC30 ANP; 0% at EC30 ANP, 100% saturating ANP. activation, % at 10 µM. hit rate 0.14% among 370,000. AID 1671463; in the data active = activation above about 40%
GC-B act: GC-B (human) receptor activation. activation, % at 10 µM. hit rate 0.11% among 370,000. AID 1920062. P20594. HEK293-GC-B cells, CNP EC30, cGMP TR-FRET; 0% at EC30 CNP, 100% saturating CNP;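 active = activation at 10 µM reaching about 35% in either raw or pattern-adjusted values, limit read from the data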
Target sequence (P20594 whole entry, looked up): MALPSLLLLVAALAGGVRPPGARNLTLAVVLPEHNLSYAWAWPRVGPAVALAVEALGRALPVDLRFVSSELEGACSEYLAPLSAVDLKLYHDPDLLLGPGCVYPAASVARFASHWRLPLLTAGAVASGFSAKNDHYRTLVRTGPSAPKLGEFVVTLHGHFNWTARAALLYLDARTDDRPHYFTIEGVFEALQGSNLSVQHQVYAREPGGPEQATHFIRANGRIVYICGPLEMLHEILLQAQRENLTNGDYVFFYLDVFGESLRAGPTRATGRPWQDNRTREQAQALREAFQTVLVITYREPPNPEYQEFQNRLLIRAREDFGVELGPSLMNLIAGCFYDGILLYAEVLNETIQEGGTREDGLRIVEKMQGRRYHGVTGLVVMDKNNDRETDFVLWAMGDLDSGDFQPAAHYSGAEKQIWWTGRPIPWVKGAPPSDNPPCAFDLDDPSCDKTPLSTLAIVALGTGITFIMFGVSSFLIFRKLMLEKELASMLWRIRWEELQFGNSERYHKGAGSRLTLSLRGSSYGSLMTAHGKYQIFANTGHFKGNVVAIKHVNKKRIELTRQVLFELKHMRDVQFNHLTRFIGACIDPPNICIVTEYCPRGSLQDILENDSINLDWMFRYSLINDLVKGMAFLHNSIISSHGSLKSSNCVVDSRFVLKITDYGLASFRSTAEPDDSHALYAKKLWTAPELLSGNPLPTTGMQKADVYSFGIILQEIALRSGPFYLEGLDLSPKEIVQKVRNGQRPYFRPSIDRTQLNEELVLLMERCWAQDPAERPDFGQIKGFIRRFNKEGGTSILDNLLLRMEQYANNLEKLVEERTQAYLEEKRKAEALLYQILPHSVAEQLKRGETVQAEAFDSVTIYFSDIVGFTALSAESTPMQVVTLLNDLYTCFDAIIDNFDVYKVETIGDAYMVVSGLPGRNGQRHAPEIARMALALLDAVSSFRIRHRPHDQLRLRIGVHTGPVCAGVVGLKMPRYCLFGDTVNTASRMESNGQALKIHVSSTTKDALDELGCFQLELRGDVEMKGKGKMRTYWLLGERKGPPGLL
ssDAF12 agonist: activators of S. stercoralis DAF-12 nuclear receptor | HEK293 ssDAF-12/GRIP1 lit1-tk-luc reporter, luminescence; % of 3 µM dafachronic acid response | AID 652126 | activation, % at 6.8 µM | hit rate 1% among 370,000;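 active = activation above the mean over all tested compounds plus 3 SD, cut at about 0.9% in these data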;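 note: 0% = DMSO-only wells and 100% = 3 µM delta7-dafachronic acid wells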
ADAM10 inh: inhibits human ADAM10. O14672. recombinant ADAM10, EDANS/DABCYL FRET peptide cleavage, 3 h. inhibition, % at 7 µM. hit rate 0.62% among 370,000. AID 720582;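 active = inhibition above a per-campaign cutoff equal to the mean of compounds falling between control-based bounds plus 3 SD, cut at about 20% in these data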;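 note: 0% = DMSO wells while the 100% control is not disclosed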
SMARCA2 act: increases SMARCA2 function in MMTV reporter cells | MG213 cells, MMTV-luciferase reporter, dexamethasone, overnight | activation, % at 9.1 µM | hit rate 1% among 370,000 | AID 652017; in the data active = activation above about 7.8%;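 note: 0% = vehicle wells and 100% = reference activator wells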
DAX1 inh-2: inhibitors of DAX1 repression of SF-1 activated StAR promoter; HEK293T StAR-luciferase reporter, SF-1/DAX-1 repression relief; inhibition, % at 6.8 µM; hit rate 1.1% among 370,000; AID 652010;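 active = inhibition above the mean over all tested compounds plus 3 SD, cut at about 3.6% in these data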;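 note: 0% = DAX-1 cells with DMSO and 100% = cells lacking DAX-1 with DMSO; higher inhibition means more luminescence from relief of DAX-1 repression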
Starred values were filed as active, the others as inactive; x = no result given.

The first 2 compounds, ahead of the listing:
SMILES | sPLA2-III inh | hcDAF-12 act | DAX1 inh-1 | GAA850 FXN act | hgDAF-12 ag | GC-A act | GC-B act | ssDAF12 agonist | ADAM10 inh | SMARCA2 act | DAX1 inh-2
COc1ccc(S(=O)(=O)N(C)C[C@H]2OCc3cnnn3CCCC(=O)N([C@@H](C)CO)C[C@H]2C)cc1 | 6.2 | -1.7 | 1.7 | -1.9 | 2.1 | -1.9 | 5.3 | -0.8 | -4.3 | -1.8 | 0.6
CCOc1ccc(N2C(=O)CC(Sc3n[nH]c(-c4ccccc4)n3)C2=O)cc1 (configuration not stated) | -14.8 | -0.3 | 1.7 | 1.9 | 3.1 | 2.7 | -1.1 | -0.1 | 7.8 | 2.4 | 0.4

All compounds of this part, from the start:
SMILES | sPLA2-III inh | hcDAF-12 act | DAX1 inh-1 | GAA850 FXN act | hgDAF-12 ag | GC-A act | GC-B act | ssDAF12 agonist | ADAM10 inh | SMARCA2 act | DAX1 inh-2
COc1ccc(S(=O)(=O)N(C)C[C@H]2OCc3cnnn3CCCC(=O)N([C@@H](C)CO)C[C@H]2C)cc1 | 6.2 | -1.7 | 1.7 | -1.9 | 2.1 | -1.9 | 5.3 | -0.8 | -4.3 | -1.8 | 0.6
CCOc1ccc(N2C(=O)CC(Sc3n[nH]c(-c4ccccc4)n3)C2=O)cc1 (configuration not stated) | -14.8 | -0.3 | 1.7 | 1.9 | 3.1 | 2.7 | -1.1 | -0.1 | 7.8 | 2.4 | 0.4
O=C(COc1ccccc1)N1CCN=C1SCc1ccccc1F | -11.8 | -1.0 | 0.5 | 0.9 | -1.3 | -1.1 | 4.8 | -0.7 | -4.4 | -1.3 | -0.3
C=CCOc1nc(-c2ccncc2)nc2ccccc12 | -2.0 | -0.8 | -0.2 | 2.0 | 0.8 | -14.6 | -8.8 | -1.7 | 5.4 | -1.6 | -0.5
CCC(=O)N[C@H]1C=C[C@H](CC(=O)OC)O[C@@H]1CO | 5.6 | 3.5 | x | x | 0.8 | -1.7 | 2.0 | -0.8 | -3.7 | -2.1 | 3.4
O=C(Nc1ccc(F)cc1F)N1CCCCCC1 | 7.5 | 0.0 | 1.1 | 1.1 | 2.9 | 3.8 | 0.9 | -0.5 | 4.9 | 0.2 | -0.5
O=C(Nc1cccnc1)Nc1ccc(F)c(Cl)c1 | -8.4 | -0.8 | -0.8 | 0.3 | 2.2 | -4.3 | -2.9 | -0.8 | 13.6 | 6.2 | -0.7
Cc1nc(C)c(/C(O)=C\c2nc3ccc([N+](=O)[O-])cc3oc2=O)o1 | -5.7 | -1.0 | x | 0.9 | -0.4 | -3.6 | -1.4 | -1.1 | 2.5 | -2.4 | -0.2
C=CCS/C(=N\n1cnc2ccccc2c1=O)N(CC)CC | 5.8 | -0.1 | -0.2 | 1.3 | 0.7 | -0.6 | 1.3 | -1.4 | -26.1 | -1.9 | 0.1
O=C(CN1CCN(S(=O)(=O)c2ccccc2F)CC1)NCC1(N2CCOCC2)CCCCC1 | -8.9 | -1.1 | 0.5 | -0.4 | -1.4 | 0.4 | 0.4 | -1.3 | 5.5 | -1.5 | 0.3
CC1=NN(c2ccccc2)C(=O)/C1=C/c1c(O)n(-c2ccc(F)cc2)[nH]c1=O | -18.0 | 1.4 | 0.9 | 4.1 | 6.3 | 0.4 | 2.4 | -0.2 | 16.9 | 1.9 | 1.2
COc1ccc(CN(C)S(=O)(=O)c2nnc(NC(=O)c3ccccc3Br)s2)cc1 | -27.0 | 1.8 | 0.7 | 1.5 | 1.7 | -0.1 | 1.1 | -1.3 | 7.0 | 0.7 | 0.3
Cc1ccc(C)c(CN2C(=O)COc3ccc(C(=O)c4ccccc4C(=O)O)cc32)c1 | -10.4 | -0.7 | 0.4 | 0.3 | 3.3 | -2.0 | 1.0 | -0.4 | 0.2 | 0.1 | -0.4
CCc1nnc(NC(=O)C2CC(=O)N(CCc3ccc(F)cc3)C2)s1 (configuration not stated) | -2.2 | -1.1 | -0.7 | -0.8 | -1.3 | 4.5 | -4.3 | -0.4 | -2.9 | -0.4 | 0.1
CC1CCc2nc(NC(=O)Nc3ccc4c(c3)OCO4)sc2C1 (configuration not stated) | 15.3 | -1.1 | -0.4 | 5.7 | 3.9 | -3.6 | -10.7 | -1.5 | -6.6 | 3.0 | 0.0
O=C1C2C3c4ccccc4C(c4ccccc43)[C@@H]2C(=O)N1c1ccccn1 (some centres not stated) | 1.8 | -1.8 | -1.1 | 1.1 | -1.8 | -10.0 | -9.3 | -1.2 | 3.6 | 5.4 | -0.4
CC(C)c1ccc(NC(=O)CN(Cc2ccccc2)S(C)(=O)=O)cc1 | -8.2 | -0.2 | -1.0 | 0.6 | -0.1 | -1.5 | -3.8 | -1.5 | 11.9 | -3.7 | 0.2
CCn1c(SCC(=O)NC2CC2)nnc1-c1csc(C)c1 | 0.7 | -0.9 | 0.0 | 1.8 | 0.8 | 5.0 | 0.3 | -1.4 | -1.5 | -1.0 | -0.6
CC1Oc2ccccc2OC1(O)c1ccc2ccccc2n1 (configuration not stated) | 14.3 | -0.9 | -1.7 | 0.2 | -3.2 | 6.0 | -2.0 | -1.1 | 0.9 | 0.5 | -1.0
CCCNC(=S)NC1CC2CCCC(C1)N2Cc1ccc(F)cc1 (configuration not stated) | 16.5 | 1.9 | -0.7 | -1.3 | -0.6 | -1.3 | -1.3 | -0.4 | -13.4 | -1.0 | -0.1
COc1ccc(CC(=O)OCC(=O)NC(=O)NC2CCCC2)cc1 | -2.4 | -1.1 | 0.1 | 0.0 | -0.9 | 1.7 | -7.0 | -1.8 | -5.3 | -0.1 | -0.1
COCc1cc(C)n(CC(=O)N/N=C/c2ccc(-c3ccc(Cl)c(C(=O)O)c3)o2)c(=O)c1C#N | 0.2 | 1.3 | 1.0 | -2.5 | -1.0 | -3.8 | 1.3 | 0.9* | -88.9 | -2.1 | 0.4
O=C(COC(=O)c1ccc(S(=O)(=O)N2CCCC2)cc1)Nc1cccc(F)c1 | -13.0 | 1.0 | -0.7 | 1.1 | 2.9 | -4.9 | -2.1 | -1.7 | 5.3 | 10.4* | -3.0
COc1ccc(-c2c(-c3cc(OC)cc(OC)c3)n(C)c3ccc(-c4ccc(N(C)C)nc4)cc23)cc1 | 0.4 | -1.6 | -0.1 | 1.5 | 0.8 | 3.0 | 11.4 | -1.0 | -30.0 | 0.6 | -0.6
Cn1nnnc1SCC(=O)Nc1ccc(Cl)c(S(=O)(=O)N2CCOCC2)c1 | 5.0 | -1.2 | -0.1 | -1.4 | -1.3 | -1.0 | -3.4 | -0.6 | 13.0 | 4.6 | 0.1
Cc1ccccc1-c1cnc(C(O)c2ccc(Cl)c(F)c2)[nH]1 (configuration not stated) | -15.9 | -1.6 | x | -0.2 | -0.8 | -3.8 | -4.2 | -0.8 | -2.7 | 2.0 | -0.5
O=S(=O)(Nc1ccc(-n2cccc2)cc1)c1ccc(Cl)cc1Cl | -61.4 | 0.0 | -0.1 | 1.1 | 1.8 | -0.4 | 4.6 | -0.8 | 16.5 | -0.1 | 0.0
CC(Nc1ccc2c(c1)OCCO2)C(=O)Nc1ccc2c(c1)OCO2 (configuration not stated) | 8.6 | -2.7 | -1.5 | -4.3 | -1.9 | -2.3 | -4.2 | -2.4 | -7.0 | -1.9 | -1.4
O=C(CCC1CCCN(C(=O)C2=CCCC2)C1)N1CCN(c2ccccn2)CC1 (configuration not stated) | -1.0 | -1.3 | -1.7 | -0.5 | 0.4 | -2.1 | -4.7 | -1.2 | -8.0 | -2.1 | -0.3
C#CCNC(=O)C[C@H]1C[C@@]2(C(=O)OC)C(=C[C@H](COCc3ccccc3)O[C@@H]2C)N(CCC2=CCCCC2)C1=O | -4.3 | -1.2 | x | x | -2.3 | 0.0 | 3.3 | -1.2 | -5.5 | -4.7 | -0.3
CC1CCCC(C)N1C(=O)Cn1cnc2cc([N+](=O)[O-])ccc2c1=O (configuration not stated) | 2.1 | -1.7 | 1.0 | 0.6 | -1.6 | -2.4 | -0.9 | -2.2 | -12.8 | -4.5 | -0.4
Cc1cc(C)c2cc(C(=O)Nc3ccc4c(c3)OCO4)[nH]c2c1 | -6.2 | -2.4 | x | x | -1.2 | -4.5 | 4.8 | -1.2 | -12.7 | 0.6 | 0.3
COc1ccccc1CNC(=O)CCn1c(=O)[nH]c2ccsc2c1=O | -0.4 | -0.5 | 0.1 | 1.2 | 3.8 | -4.4 | -2.4 | -1.2 | -6.4 | -1.3 | 1.2
CC1CC(=O)Nc2cc([N+](=O)[O-])ccc2N1 (configuration not stated) | 8.9 | -1.5 | 1.0 | 0.2 | 2.7 | -2.2 | -0.4 | -2.1 | -0.7 | -3.9 | 0.1
O=C(c1cc(S(=O)(=O)N2CCOCC2)c(Cl)cc1Cl)N1CCCC1 | 4.9 | -1.1 | -0.3 | 0.3 | -0.9 | -1.6 | 2.6 | -0.7 | 8.7 | 0.0 | -0.6
CC(C)CNC(=O)CC(=O)NN=C1CCCC1 | 7.0 | -1.0 | 0.3 | 1.6 | -0.2 | 1.6 | 1.7 | -1.9 | -7.2 | -1.6 | 0.4
Cc1ccc(Nc2cc(C)nc3nc(C)nn23)cc1 | 4.4 | -2.8 | 1.1 | -0.1 | -3.6 | 3.2 | 0.3 | -1.0 | -10.2 | -0.6 | 0.7
COc1ccc(Br)cc1CN1CCN(C(=O)c2ccco2)CC1 | -4.6 | -1.0 | 0.2 | -0.7 | 0.8 | -10.9 | -3.9 | -1.2 | -3.8 | 0.9 | 0.5
CCC(C)(C)n1nnnc1C(c1cccc(C#N)c1)N1CCN(c2cccc(C)c2C)CC1 (configuration not stated) | 2.6 | -0.7 | 1.3 | 1.2 | 1.1 | 0.5 | -1.1 | -1.2 | -1.3 | -3.3 | 0.6
Cc1cccc(C(C(=O)NC2CCCC2)N(C(=O)c2csnn2)C2CC2)c1 (configuration not stated) | -1.4 | -0.2 | -0.3 | -0.7 | -2.7 | -11.2 | -3.9 | -1.2 | -6.4 | -0.9 | 0.1
CC1(C)C/C(=N\O)C(C(O)c2cccc([N+](=O)[O-])c2)C(C)(C)N1 (configuration not stated) | 7.4 | -1.8 | 6.2* | 1.1 | 1.2 | -0.2 | 3.8 | -0.3 | -3.9 | -1.2 | 0.1
O=c1c2ccccc2nnn1CSc1nc2sc3c(c2c(=O)n1CC1CCCO1)CCC3 (configuration not stated) | 2.9 | -1.4 | -0.5 | 2.4 | 2.4 | -6.2 | -5.8 | -1.3 | 6.1 | 1.1 | 0.2
CCCN(C(=O)CSc1nnnn1C)c1c(N)n(Cc2ccccc2)c(=O)[nH]c1=O | 9.1 | -1.1 | 5.4* | 1.1 | -0.5 | 2.4 | 2.6 | -2.2 | -6.8 | -6.7 | -0.2
CN(C(=O)COC(=O)c1cccc(S(=O)(=O)N2CCCCCC2)c1)c1ccccc1 | 1.8 | -1.5 | 0.1 | 2.2 | -1.1 | 3.2 | -0.3 | -0.7 | -6.2 | 0.7 | -1.5
COc1ccc(S(=O)(=O)N2CCN(CC(=O)Nc3cc(Cl)ccc3Cl)CC2)cc1 | 8.7 | -1.5 | 0.6 | 0.8 | -1.4 | -6.9 | -0.7 | -0.7 | -21.1 | -4.4 | 3.1

Screens from PubChem BioAssay.
